Casp6 inh – caspase-6 (human) enzyme inhibition. P55212. purified caspase-6, Z-VEID-R110 cleavage fluorescence. inhibition, % at 12.5 µM. 0.53% of 350,000 active. AID 686996;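 active means mean inhibition across replicates at least about 35%, with every replicate also reaching that limit, limit read from the data; inconclusive means only one of the two criteria met; inactive means neither criterion met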;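 further: 0% = median of neutral control wells and 100% = no fluorescence left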
Target sequence (P55212 24-179 limits assumed): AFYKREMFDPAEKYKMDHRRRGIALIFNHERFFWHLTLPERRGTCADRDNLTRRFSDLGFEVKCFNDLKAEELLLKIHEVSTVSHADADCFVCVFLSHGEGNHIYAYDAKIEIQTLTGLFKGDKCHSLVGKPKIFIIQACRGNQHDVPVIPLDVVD
Target sequence (P55212 194-293 limits assumed): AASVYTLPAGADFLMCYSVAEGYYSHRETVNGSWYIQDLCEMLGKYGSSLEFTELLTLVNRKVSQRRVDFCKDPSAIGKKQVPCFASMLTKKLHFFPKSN
EWS-Fli block – EWS/Fli transcriptional activity inhibition. A673 NR0B1-luciferase reporter, viability-normalised. AID 651661. 0.67% of 350,000 active. inhibition, % at 12.6 µM;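 active means mean inhibition of at least 50% after viability correction, with every replicate also passing that limit; inconclusive means mean reaches 50% but only one of two replicates passes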;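 further: firefly luciferase signal divided by Alamar Blue viability fluorescence both relative to DMSO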
Cneo AK release – causes C. neoformans cell lysis | adenylate kinase release luminescence, 4 h; normalised: neutral wells 0, clomiphene wells 100 | lysis activity, % at 15 µM | 0.2% of 360,000 active | AID 651654;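 active means mean lysis activity across replicates of at least 80%, whatever share of replicates individually reach that level; inactive means mean lysis activity below 80%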
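Test system: log-phase Cryptococcus neoformans yeast cells; Quantity: yeast cell density of 5 × 10^6 cells/mL; Buffer or medium: YPD; Doses: single compound concentration per well; Timing: 4 h at 37 °C static, read 1 h later; Measured by: AK luminescence; Read-out basis: lysis from increased AK signal; Control set: Clomiphene as positive control.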
miR-122 sensor – miR-122 inhibition in Huh7 cells; Huh7 miR-122 Renilla luciferase sensor, 48 h; neutral wells = 0, positive control = 100; activation (reporter increase), % at 12.5 µM; 0.3% of 340,000 active; AID 602342;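 active means mean replicate activation score at least 90 and every replicate individually at or above 90; inconclusive means only one of the two criteria met; inactive means neither criterion met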;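 further: higher luciferase means less miR-122 activity so hits act as miR-122 inhibitors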
PGC1a acetyl inh – lowers PGC1a acetylation signal in U2OS cells | 0.17% of 350,000 active | AID 651687 | AlphaScreen anti-acetyl-lysine; with virally co-expressed GCN5 acetyltransferase | inhibition, % at 15.6 µM;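 active means every replicate shows inhibition of at least 40%; inconclusive means mean inhibition at least 40% but some replicate below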;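 further: 0% = neutral control wells and 100% = positive control wells; some results beyond the cut were filed as inactive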
LGR2 inh – inhibitors of bursicon-induced Drosophila LGR2 receptor cAMP signaling | HEK293 LGR2, CRE-luciferase, bursicon-stimulated, 4 h | inhibition, % at 9.99 µM | 0.35% of 380,000 active;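 active means drop in luminescence signal, shown as inhibition above about 50% in the replicate tests, limit read from the data, passing the limit was not always enough; inconclusive means probably only some replicates passing the limit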;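 further: agonist challenge used bursicon conditioned medium at about half maximal strength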
FN deposition inh – fibronectin deposition inhibition | AH1F fibroblasts, Alexa488-fibronectin deposition fluorescence, overnight | inhibition, % at 12.6 µM | 0.086% of 350,000 active;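 active means mean inhibition across replicates of 30% or more, regardless of how many single replicates reach that level; inconclusive means mean under 30% yet at least half of replicates reach 30%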;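 further: positive control wells lacked labelled fibronectin entirely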
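Material: AH1F fibroblast monolayer depositing Alexa488-labelled fibronectin into matrix | Input: 10000 AH1F cells/well | Medium: DMEM plus 2% serum, read in PBS | Reagent: Alexa488-fibronectin, 24 nM final in well | Compound dosing: One dose per compound, pinned | Schedule: 1 h adhesion, overnight exposure | Measured by: Fluorescence at 485 nm excitation, 525 nm emission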
PAX8 reporter – inhibitors of PAX8 transcriptional activity in RMG-I cells; RMG-I TPO-luciferase reporter, SteadyGlo, 24 h; inhibition, % at 12.6 µM; 1.2% of 360,000 active; AID 652154;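 active means mean replicate inhibition at least 60% with every replicate also reaching 60%; inconclusive means only one of the two criteria is met; inactive means mean below 60% and not all replicates reaching 60%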;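 further: luciferase light reporting Pax8 driven TPO promoter activity; plate controls were median of neutral control wells for no effect and mitoxantrone controls for full effect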
* marks the source's active call; other numbers are inactive results; ? = inconclusive; . = no result given; [ ] = another dose, or the depositor's remark.

entry	SMILES	FN deposition inh	PAX8 reporter	Cneo AK release	miR-122 sensor	LGR2 inh	Casp6 inh	PGC1a acetyl inh	EWS-Fli block
1	CCC(C)[C@H](NC(=O)C1(c2ccccc2)CCN(C(=O)OC(C)(C)C)CC1)C(=O)N[C@@H](C(=O)O)c1ccccc1 (stereo partly specified)	.	.	1	-9	-18	-2	2	-5
2	Cc1cccc(N)c1-c1c(C)cccc1N	-1	-12	.	.	-5	.	.	1
3	Cc1ccc2nc(COc3ccc(N(C)S(=O)(=O)c4ccccc4)cc3)cc(=O)n2c1	-6	-1	.	.	4	5	.	5
4	Cc1cccc(NC(=O)CNC(=O)[C@H]2O[C@@H](n3ccc(N)nc3=O)[C@H](O)[C@@H]2O)c1C	4	3	1	-5	7	0	6	-5
5	COc1ccc(NC(=O)CSc2nc3ccccc3c(=O)[nH]2)cc1S(N)(=O)=O	3	10	1	.	11	1	2	-10
6	CCC(=O)N1C[C@H](C)[C@H](OC)CN(C)C(=O)c2cc(NC(=O)COC)ccc2OC[C@H]1C	-22	-5	0	.	-18	0	1	0
7	CC1=C(C)CC(C(=O)N2CCN(C/C=C/c3ccccc3)CC2)C(C(=O)O)C1 (stereo unspecified)	-1	11	4	0	16	-2	2	1
8	CCOC(=O)c1ccc(NC(=O)CN2C(=O)C(CC)SC(CC)C2=O)cc1 (stereo unspecified)	-1	4	.	.	-14	1	.	0
9	O=C(Nc1cccc(F)c1)N1C[C@H]2[C@@H](c3ccccc31)[C@H](CO)N2C(=O)Cc1ccccn1	1	3	15	-7[16.7 µM]	-6	0	-7	-10
10	Cc1ccccc1-c1cnc2c(c1)C(=O)N([C@H](C)CO)C[C@H](C)[C@@H](CN(C)C(=O)CC1CC1)O2	4	-38	4	43[16.7 µM]	-1	4	4	-6
11	OC1(Cc2ccccc2)CCNCC1	4	0	-2	2	1	-4	6	4
12	COC(=O)c1c(NC(=O)CCN2CCOCC2)sc2c1CCCC2	-9	14	0	-2	3	-3	-11	-2
13	CC(C)CC(=O)N1CCC(O)(CS(=O)(=O)Cc2ccc(Cl)cc2)CC1	-2	-2	-1	-19	.	.	.	.
14	c1ccc2[nH]c(CCCCc3nc4ccccc4[nH]3)nc2c1	.	24	1	1	10	-2	5	10
15	O=C(NNC(=O)c1cccnc1)Nc1ccc(Cl)c(Cl)c1	4	-10	1	-2	.	.	0	.
16	Cc1cccc(NC(=S)N2CCN(C(=O)c3ccco3)CC2)c1C	3	1	0	-2	3	.	.	0
17	CCOC(=O)CCNC(=O)N1CCCC(N(C)CCc2ccc(OC)c(OC)c2)C1 (stereo unspecified)	8	9	-2	-4	-7	-3	9	21
18	CC1CCCC2(C1)NC(=S)c1c(sc3c1CCCC3)N2 (stereo unspecified)	6	13	-5	-13	.	.	1	.
19	COc1ccc(NC(=O)C2CCCN(S(=O)(=O)c3c(C)n[nH]c3C)C2)c(OC)c1 (stereo unspecified)	0	14	0	-6	.	.	-13	.
20	CC(C)(C)n1cc(S(=O)(=O)c2ccccc2)[nH]c1=O	.	14	5	3	1	2	14	3
21	Cc1nn(C)cc1NC(=O)C[C@@H]1CC[C@@H]2[C@H](COc3ccc(NC(=O)C4CCOCC4)cc3C(=O)N2C)O1	4	3	1	.	-3	0	.	0
22	Cc1ccc2c(c1)N(C(=O)CCC(=O)N1CCC(C(N)=O)CC1)CC(C)O2 (stereo unspecified)	13	6	1	6	.	0	-3	-1
23	Cc1ccc(S(=O)(=O)Nc2ccc3c(c2)C(=O)N([C@H](C)CO)C[C@@H](C)[C@H](CN(C)S(=O)(=O)c2ccc(Cl)cc2)OCCCC[C@@H](C)O3)cc1	9	57	-1	-23[16.7 µM]	10	.	-12	23
24	C[C@@H]1CN([C@@H](C)CO)C(=O)c2cc(NS(=O)(=O)c3ccc(Cl)cc3)ccc2O[C@H]1CN(C)CC1CC1	.	6	-2	-2[16.7 µM]	-25	0	7	-4
25	CSc1n[nH]c(/N=C/c2oc(O)c3ccccc23)n1	1	2	.	.	11	5	.	-2
26	CC1CCN(C(=O)C2CCN(S(=O)(=O)c3cccc4cccnc34)CC2)CC1	0	2	-2	-4	-13	1	-2	-1
27	O=C(C1CCC1)N1CC2(C1)[C@H](c1ccccc1)[C@H](CO)N2Cc1ccccc1F	-2	.	.	.	10	8	3	-5
28	O=C(C[C@H]1CC[C@@H]2[C@H](COC[C@@H](O)CN2Cc2ccc(Oc3ccccc3)cc2)O1)N1CCN(c2ccccc2)CC1	7	54	-1	-12[16.7 µM]	-2	1	-23	27
29	C=CCn1cnc2scc(-c3ccc(C)c(C)c3)c2c1=O	7	-6	.	.	9	1	.	4
30	C=CCN(C(=O)c1csnn1)C(C(=O)NC1CCCCC1)c1ccccc1F (stereo unspecified)	2	-13	2	8	10	.	.	2
31	Cn1ccsc1=NC(=O)c1ccccc1OC(F)F	12	-4	-1	0	-15	0	.	-4
32	C/C(=N\NC(=O)Cn1nc(C)c(Br)c1C)c1cccs1	-3	0	-1	0	-6	-3	-7	3
33	CC(C)N(Cc1ccccc1)C(=O)COC(=O)C1CCN(S(=O)(=O)c2ccc3c(c2)OCCO3)CC1	0	-4	-2	-6	3	1	-4	4
34	CCOC(=O)c1cc(-c2nnc(-c3cc(OC)c(OC)c(OC)c3)o2)c(C)nc1C	.	.	2	0	-15	.	-2	.
35	O=C(NC(=S)NCc1ccc2c(c1)OCO2)c1ccccc1	11	-26	44	111*	-9	2	.	8
36	Cc1ccc(NC(=O)CN(C)C(=O)COC(=O)c2oc3ccccc3c2C)cc1	1	-3	0	-8	7	2	1	6
37	O=C(O)c1ccc(COc2ccc(/C=N/NC(=O)c3cccs3)cc2)cc1	.	.	0	9	-16	13	19	-13
38	CCCNC(=O)N1CC2(CCN(C(=O)C3CCOCC3)CC2)c2c([nH]c3cc(OC)ccc23)[C@@H]1CO	-2	-5	.	.	-11	-1	-26	5
39	CN(c1cc(Cl)c2c(c1)OCO2)c1cc2c(c3c1ccn3C)C1CCC2C1 (stereo unspecified)	-8	5	0	8	6	-2	3	-6
40	Cc1ccc(NC(=O)COC(=O)c2ccc3c(=O)n4c(nc3c2)CCC4)c(Br)c1	2	-9	-1	.	5	1	3	-3
41	O=C1Nc2ccccc2C(=O)N(C2CCCC2)C1C(=O)NC1CC1 (stereo unspecified)	12	-14	.	.	-7	0	.	2
42	COc1ccc(-n2c(=O)c3c4c(sc3n(CC(=O)Nc3cc(C)[nH]n3)c2=O)CCC4)c(OC)c1	8	-3	.	-1	1	9	0	0
43	O=C(NC1CCCc2c1cnn2-c1ccc(F)cc1F)c1cnccn1 (stereo unspecified)	.	17	.	.	5	-2	5	5
44	Cc1cc(C)cc(NC(=O)C(OC(=O)c2cccs2)c2ccccc2)c1 (stereo unspecified)	3	35	1	23	-38	1	.	-2
45	COc1ccc(CC(=O)Nc2ccc(S(=O)(=O)Nc3ncccn3)cc2)cc1OC	-17	-1	1	1	12	-2	5	6
46	CCOC(=O)/C=C1\SCC(=O)N1CC(=O)NC(c1ccccc1)c1ccccc1	-2	3	-4	3	1	.	-5	.
47	CCCn1nnnc1NC(=O)COc1ccc(Cl)c(C)c1	-6	10	1	-4	-4	.	-3	.
48	Cc1cc(NS(=O)(=O)c2ccc(NC(=O)C(C)N3C(=O)c4ccccc4C3=O)cc2)nc(C)n1 (stereo unspecified)	-4	11	1	12	.	.	13	.
49	Cc1cc(NC(=O)C(C)SCC(=O)N(C)CC(=O)Nc2ccccc2Br)no1 (stereo unspecified)	2	-6	-1	3	-8	3	.	-4
50	Cc1noc(C)c1NC(=O)Nc1ccc2c(c1)C(=O)N([C@H](C)CO)C[C@H](C)[C@@H](CN(C)Cc1ccc(Cl)c(Cl)c1)O2	.	-22	-2	-8[16.7 µM]	6	0	1	-7
51	O=C(O)CCC(NC(=S)Nc1ccccc1)C(=O)O (stereo unspecified)	-4	11	-1	-3	12	4	?	2
52	C[C@@H]1CN([C@H](C)CO)C(=O)c2cc(-c3cncnc3)cnc2O[C@H]1CN(C)C(=O)Cc1ccccc1	.	-4	-2	11[16.7 µM]	1	0	6	2
53	Cc1cc(C)c2c3c(c(-c4ccccc4)n2n1)c(=O)n(C)c(=O)n3C	8	1	-6	-11	5	-2	-1	2
54	C[C@@H]1CN([C@H](C)CO)S(=O)(=O)c2ccc(C3=CCCCC3)cc2O[C@H]1CN(C)C	.	.	.	20[16.7 µM]	10	.	-33	7
55	Cc1ccc2c(c1)NCC(C(=O)NC1CCC(C)CC1)O2 (stereo unspecified)	-3	-1	1	-2	-25	-1	-9	-23
56	Cc1c(C)c2ccc(OCC(=O)N3CCC(C(=O)O)CC3)c(C)c2oc1=O	.	.	3	0	6	-1	-1	-3
57	Cc1ccc(NC(=O)CN(C)C(=O)c2ccc(Cl)nc2)cc1	-4	9	2	3	5	3	-4	-4
58	O=S(=O)(c1ccccc1F)N1CCCCN2[C@H](CO)[C@H](c3ccc(-c4cccnc4)cc3)[C@H]2C1	.	-5	-1	-7[16.7 µM]	-13	1	-2	.
59	O=C(NC(=S)NC(CO)Cc1ccccc1)c1ccc(F)cc1 (stereo unspecified)	.	-121	15	-1	-34	1	-3	-24
60	CC(C)C(NS(=O)(=O)c1ccccc1F)C(=O)N1CCc2ccccc2C1 (stereo unspecified)	-2	-3	-2	1	8	5	0	3

The listing continues:
entry	SMILES	FN deposition inh	PAX8 reporter	Cneo AK release	miR-122 sensor	LGR2 inh	Casp6 inh	PGC1a acetyl inh	EWS-Fli block
61	CC(=O)N1[C@H](CNC(=O)CN2CCOCC2)[C@H](c2ccccc2)[C@@H]1CO	4	16	-1	0[16.7 µM]	9	.	-2	-1
62	CNC[C@@H]1Oc2cc(C#CCN(C)C)ccc2S(=O)(=O)N([C@H](C)CO)C[C@@H]1C	4	.	1	1[16.7 µM]	-9	-1	15	-4
63	CCC(=O)N(C)C[C@H]1Oc2ncc(C#Cc3ccc(OC)cc3)cc2C(=O)N([C@H](C)CO)C[C@@H]1C	.	11	-9	-4[16.7 µM]	-3	0	-2	-4
64	COc1cc2c(cc1OC)C(C)N(C(=O)c1cccc([N+](=O)[O-])c1)CC2 (stereo unspecified)	.	20	.	.	-1	-1	27	-2
65	O=C(NCC[C@@H]1CC[C@@H](NS(=O)(=O)c2ccc(Oc3ccccc3)cc2)[C@H](CO)O1)C1CC1	6	9	0	.	-6	-2	7	-2
66	Cn1c(=O)c2c(nc(NC3CCCCC3)n2CC(=O)C23CC4CC(CC(C4)C2)C3)n(C)c1=O	3	.	2	3	.	.	-17	.
67	Cc1cccc(OCCC(=O)NCC(=O)Nc2cccc(C)c2C)c1	-4	1	2	-2	2	1	.	-48
68	COc1ccccc1CNc1nc(NCc2ccc3occc3c2)c2sccc2n1	-10	37	0	-4	1	-3	.	21
69	O=C(Cc1ccccc1F)N1CCN(S(=O)(=O)c2ccc(Cl)cc2)CC1	-1	-1	1	4	-10	-4	-6	-3

Compound activity (PubChem BioAssay)

Rows are unselected. Share with any hit: about 2.5%.
